Pf growth 48h – inhibits P. falciparum growth in the first generation, 48 h; P. falciparum luciferase growth in erythrocytes, 48 h; Potency, µM (doses to about 28.7 µM), for inactives: top-dose activity change, negative = inhibition, hits mostly inhibitors; 310,000 tested, 5.9% active; AID 504832; also: potency is read from the fitted curve at half-maximal effect; % is scaled to controls: 0 for no effect and ±100 for the full control effect
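Cell-based growth assay: transgenic P. falciparum expressing firefly luciferase, cultured in red cells within RPMI 1640 containing 0.5% w/v Albumax, 24 mM bicarbonate and gentamycin. A drop in luciferase activity indicates inhibition.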
LmPK inh – LmPK (Leishmania mexicana) enzyme inhibition. Q27686. purified LmPK, Kinase-Glo ATP luminescence, 1 h. Potency, µM (highest dose often 57.5 µM), inactives show at the highest dose activity change, negative = inhibition, actives largely listed as inhibitors. 290,000 tested, 0.37% active. AID 1721; also: potency is read from the fitted curve at half-maximal effect; % is scaled to controls: 0 for no effect and ±100 for the full control effect
Target sequence (Q27686 whole entry, looked up): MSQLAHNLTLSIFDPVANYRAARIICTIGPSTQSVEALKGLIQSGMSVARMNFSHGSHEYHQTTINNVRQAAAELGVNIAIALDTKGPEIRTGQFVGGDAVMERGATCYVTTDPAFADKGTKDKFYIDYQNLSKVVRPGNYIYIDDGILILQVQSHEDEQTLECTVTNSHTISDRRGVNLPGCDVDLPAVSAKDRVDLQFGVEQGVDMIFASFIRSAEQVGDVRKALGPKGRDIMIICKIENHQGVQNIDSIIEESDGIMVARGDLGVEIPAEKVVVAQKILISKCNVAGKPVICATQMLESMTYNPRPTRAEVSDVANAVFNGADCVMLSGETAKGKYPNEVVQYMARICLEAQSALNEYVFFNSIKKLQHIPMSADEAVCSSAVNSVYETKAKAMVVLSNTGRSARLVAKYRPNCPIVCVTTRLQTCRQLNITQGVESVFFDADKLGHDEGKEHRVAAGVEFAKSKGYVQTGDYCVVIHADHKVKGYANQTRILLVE
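Kinase-Glo luminescence read after 1 h RT reaction of 0.1 nM LmPK with 0.5 mM PEP and 0.1 mM ADP. Activity scaled between uninhibited and enzyme-free controls.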
Tb PYK inh – inhibitors of Trypanosoma brucei pyruvate kinase. Q57TT1. TbPYK enzyme, Kinase-Glo Plus ATP luminescence, 45 min. Potency, µM (titrated, usually from 76.8 µM), for inactives: at the top dose activity, negative = inhibition, hits mostly inhibitors. 410,000 tested, 0.12% active. AID 624173; also: potency is read from the fitted curve at half-maximal effect; % is scaled to controls: 0 for no effect and ±100 for the full control effect; nearly all actives have a fitted effect of over 50% in size
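Readout: single end-point luminescence (Kinase-Glo Plus, 10 min). Reaction conditions were TbPYK/substrate plus 130 uM ADP, 45 min at RT, pH 7.2 TEA buffer. No-enzyme wells served as controls, and data were normalized before concentration-response fitting.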
Cycloheximide cs – counter-screen hit for Shiga toxin inhibitors, cycloheximide; max response, %; 300,000 tested, 12% active; cell reporter, cycloheximide protein synthesis inhibition counterscreen; in the data active = max response mostly above about 13%, no sharp cut-off; inactive = mostly below about 14%; also: read at 38.3 µM for the half of the compounds with a filed dose; 0% is about no effect
Pf growth 96h – P. falciparum growth inhibition at 96 hour, primary screen for plastid delayed-death inhibitors | P. falciparum luciferase reporter growth, 96 h | Potency, µM (doses to about 28.7 µM), inactives show at the highest dose activity change, negative = inhibition, actives largely listed as inhibitors | 320,000 tested, 6.9% active; also: potency is read from the fitted curve at half-maximal effect; % is scaled to controls: 0 for no effect and ±100 for the full control effect
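Cell-based qHTS: luciferase-tagged P. falciparum in erythrocytes (2% hematocrit, 0.05% parasitemia final) incubated with compounds for 96 hours, 37 C, 5% CO2; luciferase detection reagent then added and luminescence measured.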
HCV inh – blocks hepatitis C virus; AID 651820; Huh7.5.1 HCVcc-Cre infection, luciferase reporter, 44 h; Potency, µM (highest dose often 41.8 µM), inactives show at the top dose activity change, negative = inhibition, actives largely listed as inhibitors; 340,000 tested, 3.4% active; also: potency is read from the fitted curve at half-maximal effect; % is scaled to controls: 0 for no effect and ±100 for the full control effect
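Cells (1,000/well) were plated 4 h before compound, then infected with HCVcc-Cre virus (~0.5 moi). After 44 h further culture, infection was read as luciferase luminescence following a 15 min substrate incubation at room temperature.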
Shiga inhibitor – Shiga toxin inhibition | inhibition, % at 38.7 µM | Vero cells, Shiga toxin protein synthesis inhibition reporter | 290,000 tested, 9.2% active; in the data active = inhibition mostly above about 28%, no sharp cut-off; inactive = mostly below about 43%; also: 0% is about no effect
Numbers without * were called inactive; ? = inconclusive; . = not tested or not shown; & = joins results of further samples; [ ] = another dose, or the depositor's remark. Unless noted, calls follow the shape of the dose curve; as a rule, active = well fitted curve in the direction sought with a large enough effect; inconclusive = small, poorly fitted or top-dose-only effect, or another doubt; inactive = no such curve, though single readings can be large; an effect the other way counts as inactive or inconclusive. Outcome played no part in choosing rows; any-hit rate near 24%.

SMILES	Pf growth 48h	LmPK inh	Tb PYK inh	Cycloheximide cs	Pf growth 96h	HCV inh	Shiga inhibitor
O=C(NC(=S)Nc1ccccc1N1CCCC1)c1ccco1	?	-2%	-12%	2	?	-10%	16
Clc1cc2c(c(CSc3nc4ccccc4n4cccc34)c1)OCOC2	?	4%	-12%	-3	-2%	-10%	-1
O=C(COC(=O)CNC(=O)c1cccc(OC(F)F)c1)NNC(=O)c1ccccc1	-27%	.	3%	.	?	-1%	.
N#CCCN(C(=O)CSc1ncccn1)c1ccc2c(c1)OCCO2	-27%	.	5%	.	?	13%	.
CC(=O)Nc1ccc2c(c1)ncn2-c1ccccc1	76%[activator]	-6%	-10%	49*	12%	10%	56*
CC1(c2cccc(Br)c2)NC(=O)N(CC(=O)NC2CCCCC2)C1=O (configuration not stated)	-15%	.	7%	.	?	-6%	.
CC(=O)Nc1ccc(S(=O)(=O)NC2(C(F)(F)F)NC(=O)N(c3ccccc3F)C2=O)cc1 (configuration not stated)	2%	-12%	1%&2%	-1	3%	15%	5
CCOc1ccc(S(=O)(=O)NCCOC)cc1C	-13%	7%	-5%	-5	.	5%	-13
CCCCCn1c(=O)[nH]c2cc(C(=O)NCCN(CC)CC)ccc2c1=O	-22%	-1%	-1%	-4	?	?	20
Cc1cccc(NC(=O)CSc2nc3ccccc3c(=O)n2C)c1	15µM*	5%	-1%	-1	?	10µM*	2
CCCCn1c(O)c(/C=C/C=C/C=Nc2ccccc2)sc1=S	?	-1%	-11%	11	?	-22%	48
COc1cc2[nH]c(=O)c(C(=O)NCCCN3CCOCC3)c(O)c2cc1OC	-5%	2%	9%	-1	8%	-21%	-17
COc1ccc(-c2nc(-c3cccs3)no2)cc1	115%[activator]	16µM*	-24%	10	261%[activator]	0%	-13
O=C(COc1ccccc1)Nc1ccc(Cl)cc1C(=O)c1ccccc1	-16%	-1%	-17%	5	-4%	-6%	-3
Cc1cccc(C(=O)N2CCC(n3nnc4cc(F)ccc43)CC2)c1	?	3%	1%	-3	29%	-14%	6
CC(=O)c1ccccc1OCc1ccc(S(=O)(=O)Cc2ccccc2)cc1	0%	-1%	2%	-4	35%[activator]	10µM*	.
COc1ccc(C(=O)NCC(c2ccco2)N(C)C)cc1S(=O)(=O)NCc1ccc(Cl)cc1 (configuration not stated)	?	.	?	.	?	8%	.
O=C(C1CCN(S(=O)(=O)c2cccc3cccnc23)CC1)N1CCCC1	.	-1%	-3%	-3	3%	-12%	-7
Cc1nc2ccccc2n1/C(=N\S(=O)(=O)c1ccccc1)c1ccccc1	3%	-1%	0%	0	-3%	14%	-8
O=[N+]([O-])c1ccc(/C=N/N2CCN(c3ccncc3S(=O)(=O)N3CCCCC3)CC2)cc1	?	9%	-8%	-1	4.1µM*	12%	1
CCn1c(SCC(=O)NC2CCCCC2)nnc1-c1ccco1	18%	3%	-3%	-6	32%	2%	-5
Cc1ccc(NC(=O)COC(=O)c2cccnc2Cl)cc1S(=O)(=O)N1CCCCC1	-11%	9%	-1%	-3	1%	6%	-5
COc1ccc(C(=O)C(CCC(CNC(C)(C)C)C(=O)c2ccc(OC)cc2)CNC(C)(C)C)cc1 (configuration not stated)	7.4µM*	3%	-1%	-5	?	?	-13
O=C1CCN(S(=O)(=O)c2ccccc2)C2CCCCC12 (configuration not stated)	11%	0%	1%	1	3%	-10%	-8
O=C(COC(=O)C1CCN(S(=O)(=O)c2cccs2)CC1)NCc1ccc(F)cc1	27%	5%	-1%	1	42%[activator]	13%	-5
The listing continues.
SMILES	Pf growth 48h	LmPK inh	Tb PYK inh	Cycloheximide cs	Pf growth 96h	HCV inh	Shiga inhibitor
CC1=CC=CC2=NC(=O)CC(C)(C(=O)N(CC(=O)NC3CCCC3)Cc3ccc(Cl)cc3)N12 (configuration not stated)	-16%	-5%	3%	5	2%	12%	-1
Oc1ccccc1CNc1nccs1	.	-4%	2%	-2	-11%	15%	18
Cc1cc(C)cc(CSc2ccc(S(=O)(=O)N3CCCC3)cn2)c1	9.3µM*	.	4%	.	9.3µM*	?	.
Cc1ccc(C(=O)c2c(C)oc3c2C(=O)C(=O)c2ccccc2-3)cc1	?	0%	6%	18	?	7.1µM*	4
COc1ccc(OCc2ccc(C(=O)O)cc2)cc1	119%[activator]	-3%	0%	18*	65%[activator][5.75 µM]	5%	60
O=C(O)CC(=O)NC12CC3CC(CC(C3)C1)C2	12%	3%&2%	12%&5%	2&-3	12%	-5%&19%	-14&-11
Cc1c(Cl)cccc1NC(=O)C1CCN(S(C)(=O)=O)CC1	22%	1%	2%	-1	?	15%	-3
COc1ccc(NS(=O)(=O)c2cccc(C(=O)NCC3(N4CCOCC4)CCCCC3)c2)cc1	?	-4%	-10%	0	?	1%	-26
COC(=O)CC1C(=O)NCCN1C(=S)Nc1ccccc1 (configuration not stated)	4%	-2%	-13%	3	7%	-11%	13
CCOc1ccc(-c2nnn(CC(=O)NCc3ccc(C)cc3)n2)cc1	1%	2%	1%	10	7.4µM*	-2%	18
O=C(Cn1cc2c(n1)CCCCC2)NCc1ccccn1	.	5%	0%	-5	?	9%	22
CC(OC(=O)COc1cccc2c1OC(C)(C)C2)C(=O)Nc1ccc(S(N)(=O)=O)cc1 (configuration not stated)	-17%	.	7%	.	14%	16%	.
NC(=O)CC[C@@H]1NC(=O)[C@@H]2CCCN2C(=O)c2cc([N+](=O)[O-])cc(I)c2NCCC[C@@H](C(N)=O)NC1=O	13%	2%	2%	-3	-15%	24%	-11
CCC(CC)C(=O)Nc1ccccc1-n1cccc1	38%[activator]	-2%	-12%	-3	210%[activator]	3%	2
C1CCC(Nc2nc3nonc3nc2N2CCSCC2)C1	?	8%	1%	-2	4%	-15%	-13
CCn1c2ccccc2c2cc(NC(=O)c3cccc([N+](=O)[O-])c3C)ccc21	-6%	2%	-7%	-3	?	4µM*	-13
COc1ccccc1N1CCN(C(=O)CN(C)S(=O)(=O)c2ccc3c(c2)c(=O)n(C)c(=O)n3C)CC1	?	-4%	8%	5	0%	?	7
Cc1ccc(C)c(NC(=S)N(C)CCO)c1	4%	3%	-1%	-5	14%	-8%	-6
COCCNc1cc(N)c([N+](=O)[O-])cc1[N+](=O)[O-]	8%	2%	-1%	11	36%[activator]	-18%	9
Cc1ccc(NC(=O)CC(=O)c2ccc([N+](=O)[O-])cc2)cc1S(=O)(=O)Nc1cccc(Cl)c1	?	3%	3%	6	?	10µM*	17
CNc1nc(NCCOC23CC4CC(CC(C4)C2)C3)nc(OCC(F)(F)F)n1	2%	1%	-11%	10	-4%	16%	-18
CCOC(=O)c1cccc(NC(=O)/C=C/c2cccc([N+](=O)[O-])c2)c1	24%	3%	0%	8	183%[activator]	?	15
Cc1ccc(/C=C/C(=O)Nc2cccnc2)o1	97%[activator]	-15%	28µM*	10	65%[activator]	26%	13
COc1nc(N/N=C/c2ccc(C)cc2)nc(N2CCCCC2)n1	15%	0%	1%	1	45%[activator]	4%	-9
CCOc1ccccc1NCc1cc(=O)oc2cc(C)ccc12	?	-1%	-2%	11	-14%	-13%	-13

Twelve of the compounds above, in markdown:
| Compound | Pf growth 48h | LmPK inh | Tb PYK inh | Cycloheximide cs | Pf growth 96h | HCV inh | Shiga inhibitor |
| --- | --- | --- | --- | --- | --- | --- | --- |
| CCC(CC)C(=O)Nc1ccccc1-n1cccc1 | 38%[activator] | -2% | -12% | -3 | 210%[activator] | 3% | 2 |
| C1CCC(Nc2nc3nonc3nc2N2CCSCC2)C1 | ? | 8% | 1% | -2 | 4% | -15% | -13 |
| CCn1c2ccccc2c2cc(NC(=O)c3cccc([N+](=O)[O-])c3C)ccc21 | -6% | 2% | -7% | -3 | ? | 4µM* | -13 |
| COc1ccccc1N1CCN(C(=O)CN(C)S(=O)(=O)c2ccc3c(c2)c(=O)n(C)c(=O)n3C)CC1 | ? | -4% | 8% | 5 | 0% | ? | 7 |
| Cc1ccc(C)c(NC(=S)N(C)CCO)c1 | 4% | 3% | -1% | -5 | 14% | -8% | -6 |
| COCCNc1cc(N)c([N+](=O)[O-])cc1[N+](=O)[O-] | 8% | 2% | -1% | 11 | 36%[activator] | -18% | 9 |
| Cc1ccc(NC(=O)CC(=O)c2ccc([N+](=O)[O-])cc2)cc1S(=O)(=O)Nc1cccc(Cl)c1 | ? | 3% | 3% | 6 | ? | 10µM* | 17 |
| CNc1nc(NCCOC23CC4CC(CC(C4)C2)C3)nc(OCC(F)(F)F)n1 | 2% | 1% | -11% | 10 | -4% | 16% | -18 |
| CCOC(=O)c1cccc(NC(=O)/C=C/c2cccc([N+](=O)[O-])c2)c1 | 24% | 3% | 0% | 8 | 183%[activator] | ? | 15 |
| Cc1ccc(/C=C/C(=O)Nc2cccnc2)o1 | 97%[activator] | -15% | 28µM* | 10 | 65%[activator] | 26% | 13 |
| COc1nc(N/N=C/c2ccc(C)cc2)nc(N2CCCCC2)n1 | 15% | 0% | 1% | 1 | 45%[activator] | 4% | -9 |
| CCOc1ccccc1NCc1cc(=O)oc2cc(C)ccc12 | ? | -1% | -2% | 11 | -14% | -13% | -13 |

Additional entries:
SMILES	Pf growth 48h	LmPK inh	Tb PYK inh	Cycloheximide cs	Pf growth 96h	HCV inh	Shiga inhibitor
S=c1[nH]nc(COc2ccccc2)n1/N=C/C=C/c1ccccc1	6%	-4%	?	-3	19%	14%	-6
CCCN(CC(=O)Nc1ccccc1C)C(=O)COc1c(C)cccc1C	?	.	-2%	.	-13%	0%	.
Cc1sc(-c2ccncc2)nc1OC(=O)c1ccc(F)cc1F	?	-7%	-9%	-8	-3%	17%	39
COC(=O)C(CCSC)NC(=O)c1cn(-c2ccc(OC)cc2)c(=O)c2ccccc12 (configuration not stated)	?	6%	5%	1	?	1%	-4
Oc1c(/C=N/c2ccccn2)sc2ccccc12	0%	6.3µM*	-19%	40*	?	14%	61*
CCOc1ccc(C(=O)NCC(=O)NNC(=O)C2COc3ccccc3O2)cc1OCC (configuration not stated)	-3%	.	-1%	.	-2%	?	.
COc1ccc(-c2noc(CCCC(=O)NCc3ccco3)n2)cc1OC	-22%	4%	0%	1	-31%	-16%	2
CCOC(=O)N1CCC(NC(=O)CSCc2nc(-c3ccccc3Cl)oc2C)CC1	2%	-10%	1%	-1	28%	-28%	18
COc1ccc2oc(C(=O)OC(C)C(=O)N(C)c3ccccc3)c(C)c2c1 (configuration not stated)	?	.	1%	.	?	?	.

One compound at a time, from the list above. Order of screens: Pf growth 48h	LmPK inh	Tb PYK inh	Cycloheximide cs	Pf growth 96h	HCV inh	Shiga inhibitor
COC(=O)C(CCSC)NC(=O)c1cn(-c2ccc(OC)cc2)c(=O)c2ccccc12 (configuration not stated) in the list: ?	6%	5%	1	?	1%	-4
Oc1c(/C=N/c2ccccn2)sc2ccccc12 in the list: 0%	6.3µM*	-19%	40*	?	14%	61*
